GPR35 antagonists: inhibition of zaprinast-stimulated GPR35 beta-arrestin translocation – imaging, U2OS, beta-arrestin-GFP, zaprinast agonist, primary screen (AID 2058) | U2OS GPR35 beta-arrestin-GFP translocation imaging, zaprinast antagonism; higher % means a stronger effect | one-dose inhibition, % at 10 µM; IC50 in µM for titrated hits | hit rate 0.052% among 290,000;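 active = inhibition of at least 50% with at least 30 cells and total cytoplasm GFP at most 10,000,000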
NOD1 NF-kB reporter: inhibition of NOD1-driven NF-kB reporter – cell-based, luminescence, uHTS, primary screen (AID 1578); inhibition, % at 4 µM, or EC50 in µM where a hit was titrated; hit rate 1% among 290,000; NOD1-driven NF-kB luciferase reporter cells, luminescence; higher % means a stronger effect; in the data active = inhibition mostly above about 36%, no sharp cut-off; inactive = mostly below about 34%;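 also: HEK-293T reporter cells stimulated with the NOD1 agonist gamma-tri-DAP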
NS5 inhibitors: flavivirus cap methylation enzyme inhibition – biochemical, confirmation dose response, primary screen (AID 588689) | Dengue-2 NS5 methyltransferase capping enzyme assay, biochemical; higher % means a stronger effect | inhibition, % at 25 µM, or IC50 in µM where a hit was titrated | hit rate 0.3% among 340,000; in the data active = a potency from the dose series
West Nile virus CPE: West Nile virus antiviral activity, cell-based, CPE readout (AID 1621) | West Nile virus-infected cells, CPE inhibition; higher % means a stronger effect | one-dose CPE inhibition, % at 10 µM; IC50 in µM for titrated hits | hit rate 0.02% among 290,000; in the data active = a potency from the dose series; also: strong numbers were not always called active
HIV fusion peptide: cell-free HIV fusion peptide-binding blockers – biochemical, uHTS, fluorescence dequenching, primary screen (AID 1986). inhibition, % at 20 µM, or IC50 in µM where a hit was titrated. cell-free peptide binding, fluorescence dequenching, 30 min; higher % means a stronger effect. hit rate 0.3% among 290,000; in the data active = inhibition mostly above about 52%, no sharp cut-off; inactive = mostly below about 76%; also: some results filed as inactive read as strong as hits
GPR55 beta-arrestin: selective activators of receptor GPR55 – imaging, U2OS cells, beta-arrestin-GFP redistribution, primary screen (AID 1961) | hit rate 0.048% among 290,000 | activation, % at 10 µM, or EC50 in µM where a hit was titrated | U2OS GPR55 beta-arrestin-GFP redistribution imaging; higher % means a stronger effect;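 active = activation above 40% with more than 50 cells counted in the well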;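 also: U2OS osteosarcoma cells stably expressing GPR55 and beta-arrestin-GFP; plate controls were DMSO negative control for no effect and LPI positive control for full effect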
GPR55 LPI antagonism: GPR55 antagonists blocking LPI-driven arrestin recruitment, primary screen, imaging, U2OS, beta-arrestin-GFP, LPI agonist (AID 2013); U2OS GPR55 beta-arrestin-GFP translocation imaging, LPI antagonism; higher % means a stronger effect; inhibition, % at 10 µM, or IC50 in µM where a hit was titrated; hit rate 0.13% among 290,000;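 active = spots per cell inhibited over 60%, with over 100 cells counted and total cytoplasm intensity under 500,000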;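 also: U2OS cells stably carrying GPR55 and arrestin-GFP stimulated by 5 µM LPI near EC80; imaged beta-arrestin-GFP aggregate spots per cell after agonist stimulation; plate controls were LPI-stimulated DMSO wells for no effect and DMSO wells without LPI for full effect; some results filed as inactive read as strong as hits; confirmed hits need IC50 under 10 µM and bright autofluorescent wells are also inconclusive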
KOR beta-arrestin-1: kappa opioid receptor activators – cell-based, luminescence, uHTS, primary screen (AID 1777) | hit rate 0.02% among 280,000 | KOR beta-arrestin recruitment, luminescence; higher % means a stronger effect | activation, % at 10 µM, or EC50 in µM where a hit was titrated; in the data active = activation above about 50%, passing the limit was not always enough; also: a part of the inactive calls stands beside numbers as strong as those of hits
KOR beta-arrestin-2: KOR antagonists, beta-arrestin recruitment, cell-based, luminescence, uHTS (AID 1778) | KOR beta-arrestin recruitment, luminescence, antagonist mode; higher % means a stronger effect | inhibition, % at 10 µM; hits with a dose series show IC50 in µM | hit rate 0.091% among 290,000; in the data active = inhibition above about 50%; also: strong numbers were not always called active
NS5 inhibitors pilot replicate: second read-out of NS5 inhibitors, no call of its own (marks repeat the call); inhibition, %; measured here: pilot screen replicate inhibition
Numbers without * were called inactive; / = no result given; [ ] = remark or other dose. A portion of the library (hit frequency here may not be typical).

SMILES	GPR35 antagonists	NOD1 NF-kB reporter	NS5 inhibitors	West Nile virus CPE	HIV fusion peptide	GPR55 beta-arrestin	GPR55 LPI antagonism	KOR beta-arrestin-1	KOR beta-arrestin-2	others
COc1ccc(CCNC(=O)c2ccccc2)cc1	-5%	31%	0%	0.1%	-0.4%	0.4%	2%	10%	8%
CCc1cc(=O)oc2cc(OCC(=O)N3CCC(C(=O)O)CC3)ccc12	-8%	-18%	-6%	0.1%	0.7%	-0.2%	11%	-2.2%	-8%[20 µM]
CCCCCCNCC1OCc2ccccc2CO1	-5%	-12%	-6%	-1.2%	0.3%	-0.2%	0%	0.3%	8%
O=C(NCCCN1CCOCC1)C1CCN(S(=O)(=O)c2c(Cl)cccc2Cl)CC1	16%	-23%	-2%	0.1%	1.2%	-0.1%	16%	0.0%	10%
O=C(CCN1c2ccccc2Sc2ccccc21)Oc1ccccc1	-7%	-3%	1%	0.2%	1.5%	0.2%	-7%	0.6%	20%
Cc1nnc(SCCn2c(N3CCCC(C)C3)nc3c2c(=O)[nH]c(=O)n3C)s1 (centres undefined)	-20%	-9%	-18%	-0.1%	1.8%	0.5%	2%	-0.9%	3%
CCC(C)NC(=O)CN(C)S(=O)(=O)c1ccc2c(c1)c(=O)n(C)c(=O)n2C (centres undefined)	13%	1%	-1%	0.0%	-1.4%	-0.1%	6%	-0.9%	28%
Cc1ccc(-n2nnc3c(=O)n(CC(=O)N4CCCC4)cnc32)cc1	17%	9%	-1%	-0.3%	-1.5%	0.5%	3%	-1.8%	-2%
COC(=O)c1cc(NC(=O)C2CC2)cc(C(=O)OC)c1	7%	-16%	-1%	-0.2%	-0.3%	0.2%	2%	1.9%	-29%
CN1C(=O)S/C(=C\c2ccc(-n3cncn3)cc2)C1=O	5%	-30%	/	-0.6%	0.4%	0.3%	1%	4.8%	-18%
CC(C)CCn1c(=O)c2ccccc2n2c(CCC(=O)NCC3CCCO3)nnc12 (centres undefined)	-6%	-5%	-10%	0.1%	1.3%	-0.1%	14%	-1.9%	3%
COc1cc([N+](=O)[O-])ccc1NC(=O)CCCOc1cccc(C)c1	11%	/	-7%	0.2%	-3.0%	-0.1%	10%	7.2%	-48%
O=C(NC1CCS(=O)(=O)C1)c1ccc(N2CCCCC2)c([N+](=O)[O-])c1 (centres undefined)	7%	-21%	-8%	-0.1%	0.7%	-0.1%	17%	3.2%	-24%
Cc1ccc(S(=O)(=O)N(C)C)cc1NC(=S)NC(C)CCCC(C)C (centres undefined)	-2%	-2%	-4%	-2.1%	0.7%	-0.3%	-4%	7.1%	-14%
O=C(CSc1nnc(SCC(=O)c2ccco2)s1)c1ccco1	-20%	1%	/	-0.2%	18%	-0.2%	8%	1.1%	-17%

The final 3 compounds of the part before are carried over, then new ones follow:
SMILES	GPR35 antagonists	NOD1 NF-kB reporter	NS5 inhibitors	West Nile virus CPE	HIV fusion peptide	GPR55 beta-arrestin	GPR55 LPI antagonism	KOR beta-arrestin-1	KOR beta-arrestin-2	others
O=C(NC1CCS(=O)(=O)C1)c1ccc(N2CCCCC2)c([N+](=O)[O-])c1 (centres undefined)	7%	-21%	-8%	-0.1%	0.7%	-0.1%	17%	3.2%	-24%
Cc1ccc(S(=O)(=O)N(C)C)cc1NC(=S)NC(C)CCCC(C)C (centres undefined)	-2%	-2%	-4%	-2.1%	0.7%	-0.3%	-4%	7.1%	-14%
O=C(CSc1nnc(SCC(=O)c2ccco2)s1)c1ccco1	-20%	1%	/	-0.2%	18%	-0.2%	8%	1.1%	-17%
CCCCc1nc2sc3c(=O)n(N)cnc3c2c2c1CCC2	-14%	-15%	-4%	-0.6%	2.6%	0.2%	8%	-1.8%	-80%[20 µM]
CC(O)CNCCOc1cccc(Oc2ccccc2)c1 (centres undefined)	-10%	-14%	-1%	-0.2%	-0.5%	-0.2%	-1%	-5.6%	13%
CCOc1cc(C2C(C#N)=C(N)Oc3cc(N)ccc32)ccc1O (centres undefined)	-1%	-10%	7%	1.1%	4.1%	-0.2%	-12%	-2.8%	-6%[20 µM]
CN1CCN(NC(=O)c2cccc3ccccc23)CC1	-6%	-26%	-5%	0.1%	-0.4%	-0.5%	10%	0.3%	-7%
CC(=O)Nc1ccc(S(=O)(=O)N(Cc2cccnc2)Cc2cc3ccccc3[nH]c2=O)cc1	6%	4%	-8%	2.5%	0.6%	-0.2%	13%	2.0%	-8%
O=C(CN(Cc1ccco1)C(=O)CCC(=O)Nc1ccccn1)NCCc1ccccc1	-3%	1%	-3%	0.3%	24%	-0.2%	4%	0.2%	3%
COC(=O)c1nn(-c2ccc(C)cc2)ccc1=O	1%	-56%	-8%	0.1%	0.6%	0.0%	-20%	2.6%	-15%
CCn1c(-c2cc(Br)cc(OC)c2O)nc2cc(S(=O)(=O)N(C)C)ccc21	7%	19%	-1%	-1.1%	1.0%	0.8%	8%	-4.7%	-21%
Cc1cccc(C(=O)OC2CCOC2=O)c1C (centres undefined)	-1%	-22%	-2%	-0.1%	1.5%	-0.3%	0%	-4.8%	-2%
CCC1CCC(N2CCN(c3ccc(F)cc3)CC2)CC1 (centres undefined)	-2%	-31%	1%	-0.2%	0.5%	-0.3%	26%	0.9%	-22%[20 µM]	NS5 inhibitors pilot replicate=2.1
Fc1ccc(NC(=S)Nc2cccnc2)c(F)c1F	-3%	-19%	-2%	0.1%	-1.2%	-0.2%	-5%	-0.1%	27%
O=C(O)CC(NCc1ccco1)C(=O)OCC1CCCO1 (centres undefined)	-4%	-11%	-3%	-0.1%	-1.7%	0.3%	-4%	-0.8%	-15%
Cc1ccc(C(=O)NCc2ccc(N3CCN(C)CC3)cc2)cc1C	11%	-5%	0%	-0.6%	-1.6%	0.0%	1%	-1.7%	-8%
O=C1OC(/C=C/c2ccccc2)=NC/1=C/c1ccco1	-1%	-8%	-1%	0.3%	55%	-0.2%	6%	-0.7%	-4%
CC(=O)N1CCN(S(=O)(=O)c2c(F)cc(F)c(Cl)c2F)CC1	-4%	2%	-4%	-0.2%	-1.2%	0.9%	19%	1.1%	-7%
Cc1ccc(C)c(Nc2ccc(C(=O)NCCc3ccccc3)cn2)c1	12%	-10%	-2%	-1.5%	-1.2%	-0.4%	7%	0.0%	4%
OCCC1CN(Cc2nc3ccccc3s2)CCN1CCc1ccccc1 (centres undefined)	-5%	-28%	-10%	-1.0%	0.5%	-0.2%	6%	-2.1%	8%[20 µM]
O=C1NC(=O)C(c2ccccc2[N+](=O)[O-])=C1Nc1ccc(O)c(Cl)c1	-3%	23%	1%	2.2%	20%	-0.1%	-23%	-7.9%	-5%[20 µM]
CN(C)S(=O)(=O)Nc1ccccn1	18%	-15%	0%	0.1%	-0.9%	-0.1%	4%	1.8%	17%
Clc1ccc(NCc2cccnc2)c(Cl)c1	-3%	-10%	-1%	-0.2%	0.6%	-0.1%	-2%	14%	0%
Cc1cc(-n2c(C)cc(C(=S)N3CCOCC3)c2C)ccc1Br	0%	14%	0%	-1.2%	3.5%	0.1%	3%	-2.6%	17%
CC(C)CC(=O)NC(C)C(c1cccs1)N1CCOCC1 (centres undefined)	-6%	-11%	-6%	-0.1%	-0.4%	-0.1%	17%	2.2%	10%
CC1CC(Nc2ccccc2)c2ccccc2N1C(=O)c1cccnc1 (centres undefined)	-12%	-10%	-3%	-0.8%	0.4%	-0.3%	-5%	-1.4%	-27%
Cc1ccc(S(=O)(=O)N2CCN(C(=O)NCc3ccc(F)cc3)CC2)c(C)c1	-16%	-2%	-3%	-1.1%	1.2%	0.0%	-1%	-3.1%	-9%
O=C(NC1CSC/C1=N\O)c1ccccc1 (centres undefined)	8%	-18%	-2%	-0.5%	-0.1%	-0.1%	3%	-0.2%	-22%
Nc1nc(-c2ccc(Oc3ccccc3)cc2)cs1	24%	-7%	-9%	1.2%	-0.6%	0.0%	20%	1.4%	18%
Cc1c(/C=N\NC(=O)C2COc3ccc(C(C)(C)C)cc3O2)c2ccccc2n1C (centres undefined)	14%	-34%	-7%	0.3%	-0.9%	-0.6%	6%	-0.5%	27%
CNC(=S)NNC(=O)c1cccc(C(F)(F)F)c1	-5%	8%	4%	0.2%	-0.8%	0.1%	-9%	-3.0%	-20%
Oc1ccc(C(=S)N2CCN(Cc3ccccc3)CC2)cc1	-2%	-9%	-17%	0.1%	-2.4%	-0.1%	4%	-5.6%	23%
CC(C)CCN(C(=O)c1csnn1)C(C(=O)NC1CCCC1)c1ccccc1 (centres undefined)	-2%	-22%	1%	-0.5%	0.9%	-0.1%	6%	-3.0%	11%
COC(=O)c1sc(N)c(C(=O)OC)c1COC(=O)CNS(=O)(=O)c1ccc(C)cc1	7%	-4%	-9%	-0.6%	-1.0%	0.2%	-6%	14%	4%
CN(C)S(=O)(=O)c1ccc(Cl)c(C(=O)NC2CCCCCCC2)c1	-4%	-9%	-6%	0.1%	-0.7%	-0.4%	-3%	6.7%	-35%
CCCNC(=O)C1CC(c2ccc(C(F)(F)F)cc2)=NO1 (centres undefined)	-1%	5%	-6%	0.0%	0.0%	-0.2%	-14%	-3.8%	25%
COC(=O)c1cc(-c2cccs2)nn1-c1ccccc1	-14%	-26%	-4%	-0.1%	-0.4%	-0.1%	1%	-5.7%	-13%
Cc1ccc(NC(=O)CCC(=O)NNC(=S)Nc2ccc(F)cc2F)cc1C	0%	17%	-6%	-0.6%	-2.4%	-0.1%	-6%	1.3%	-11%
COc1cc(C)c(CN2CCC(n3nccc3NC(=O)C3CC3)CC2)cc1C	14%	-20%	4%	-0.3%	-1.3%	-0.1%	17%	0.2%	11%
COc1cc(/C=C(/C#N)C(=O)NC(C)c2ccccc2)cc(OC)c1O (centres undefined)	18%	12%	-109%	-0.9%	5.6%	0.2%	14%	4.6%	22%
CC(C)C(=O)n1nc(-c2cccnc2)nc1NCc1ccc(F)cc1	-21%	9%	-5%	-0.4%	-1.7%	2.3%	0%	4.0%	-22%
N/C(Cn1cncn1)=N\NC(=O)C(=O)Nc1ccc(Cl)cc1Cl	-10%	-23%	-4%	0.6%	-0.3%	-0.1%	10%	-4.1%	0%[20 µM]
Cn1c(SCc2ccc(Cl)cc2)nnc1C1CC1	-2%	-32%	-7%	0.4%	-1.7%	-0.1%	1%	/	-6%[20 µM]
CN1CC2([N+](=O)[O-])CC=C(Oc3ccccc3)C([N+](=O)[O-])(C1)C2 (centres undefined)	5%	3%	-4%	0.8%	-1.1%	-0.2%	-2%	5.0%	-34%
N#Cc1ccc(OCC(=O)NCC(c2cccs2)N2CCOCC2)cc1 (centres undefined)	40%	-12%	0%	0.0%	-1.0%	0.3%	11%	2.4%	-1%

Compound activity (PubChem)
